Screening data from PubChem.
H1N1 NS1A inhibition – NS1A inhibition, H1N1 influenza, cell based functional assay (AID 504329). NS1A functional cell-based assay, percent inhibition; higher % means a stronger effect. one-dose inhibition, % at 12.5 µM; IC50 in µM for titrated hits. actives 0.3% (n = 340,000); in the data active = a potency from the dose series; inconclusive = inhibition above about 27% without an active follow-up result; note: strong numbers were not always called active
M. tuberculosis – growth inhibition of non-replicating M. tuberculosis (AID 488890) | Mycobacterium tuberculosis non-replicating, growth inhibition; higher % means a stronger effect | inhibition, % at 25 µM, or IC50 in µM where a hit was titrated | actives 0.39% (n = 320,000); in the data active = a potency from the dose series; inconclusive = inhibition mostly from about 82% at the one dose, without a potency; inactive = the rest, 99 in 100 with inhibition below about 76%;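 note: plate controls were DMSO cells for no effect and high antibiotic wells for full effect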
VEEV TC-83 Vero – inhibitors of VEEV TC-83 cytopathic effect, confirmation, Vero cells (AID 588727); Vero cells, VEEV TC-83 cytopathic effect inhibition; higher % means a stronger effect; actives 0.13% (n = 350,000); inhibition, % at 20 µM; hits with a dose series show IC50 in µM; in the data active = a potency from the dose series; inconclusive = inhibition mostly from about 14% at the one dose, without a potency; inactive = the rest, 99 in 100 with inhibition below about 12%; note: strong numbers were not always called active
H37Rv inhibition – M. tuberculosis growth inhibition, HTS (AID 449762); actives 0.59% (n = 330,000); M. tuberculosis H37Rv growth inhibition, 7H9 media; higher % means a stronger effect; inhibition, % at 25 µM, or IC50 in µM where a hit was titrated; in the data active = a potency from the dose series; inconclusive = inhibition above about 70% without an active follow-up result;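 note: bacterial growth assessed after seven days of incubation; strong numbers were not always called active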
PhoP GFP inhibition – PhoP regulon inhibitors, Salmonella typhi PhoP promoter GFP reporter, confirmatory (AID 1850); Salmonella Typhi PhoP-promoter GFP reporter, fluorescence, 4 h; higher % means a stronger effect; inhibition, % at 50 µM; hits with a dose series show IC50 in µM; actives 0.33% (n = 310,000); in the data active = a potency from the dose series; inconclusive = inhibition mostly from about 25% at the one dose, without a potency; inactive = the rest, 99 in 100 with inhibition below about 19%;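 note: 0% = induced wells with vehicle and 100% = uninduced wells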
VEEV TC-83 Vero 10K pilot screen – further read-out of VEEV TC-83 Vero, marked with its call; inhibition, %; measured here: 10K pilot screen inhibition
Numbers without * were called inactive; i = inactive; u = inconclusive; x = no result given.

SMILES	H1N1 NS1A inhibition	M. tuberculosis	VEEV TC-83 Vero	H37Rv inhibition	PhoP GFP inhibition	others
c1ccc(N2CCN(Cc3ccc4c(c3)OCO4)CC2)nc1	x	-1%	0.6%	3%	-18%
Cc1cccc(NC(=O)CN(C)S(=O)(=O)c2ccc3c(c2)n(C)c(=O)c(=O)n3C)c1C	10%	-8%	1.8%	-3%	-16%
Cc1cc(C(=O)NC2CC(C)(C)Cc3c2cnn3-c2ccccc2C)c(C)o1 (stereo unspecified)	20%	32%	0.8%	14%	4%
CC(C)c1ccc(NC(=O)[C@@H]2CCC(=O)N2C2OC(=O)c3ccccc32)cc1 (stereo partly specified)	-2%	12%	0.2%	-2%	-8%
CCOC(=O)C(C)c1nc2ccccc2[nH]c1=O (stereo unspecified)	-3%	-4%	1.0%	0%	-5%
COC(=O)c1cc(=O)n(CCc2ccccc2)c(=Nc2ccc(F)cc2)s1	13%	19%	3.7%	4%	-5%
c1ccn2cc(-c3ccc4c(c3)OCCO4)nc2c1	4%	10%	1.4%	0%	6%
CCS(=O)(=O)N1Cc2ccccc2CC1C(=O)Nc1ccc(OC)c(OC)c1 (stereo unspecified)	11%	-3%	1.4%	-6%	7%
CCCCN1C(=O)C2ON(c3ccccc3C)C(c3ccco3)C2C1=O (stereo unspecified)	1%	16%	i	7%	0%
CC(C)Cn1c(=S)[nH]c2cc(Cl)ccc21	1%	-6%	2.2%	23%	0%
COc1ccc(C2=NOC(C(=O)Nc3ccc4c(c3)OCCO4)C2)cc1OC (stereo unspecified)	-2%	-14%	0.1%	1%	3%
CC(C)OC(=O)c1nnn(-c2nonc2N)c1CN1CCCCCC1	-1%	17%	0.2%	-10%	-3%
O=C(CN1C2=NCCCN2c2ccccc21)c1cccs1	-27%	9%	i	-7%	10%
C=CCn1c(SCC(=O)Nc2ccc(Cl)cn2)nnc1C1CC1	-8%	-14%	2.5%	-8%	-3%
CO/N=C/c1ccc(N2CCN(C(=O)c3cccc(Cl)c3)CC2)c([N+](=O)[O-])c1	11%	13%	i	2%	-1%
COc1ccccc1N(C(=O)Cn1nnc2ccccc21)C(C(=O)NCc1ccco1)c1ccc(C)o1 (stereo unspecified)	-3%	-4%	6.0%	-5%	20%
COc1ccc(NC(=O)C2(c3ccccc3)CCCC2)cc1	-11%	21%	1.7%	5%	0%
CCOC(=O)C1CCN(C(=O)Cc2ccccc2OC)CC1	-8%	-5%	0.4%	-5%	-1%
O=C(ON=C1CCN(c2ccc([N+](=O)[O-])cc2)CC1)c1ccccc1	13%	58%	i	4%	-2%
COc1cccc(OCCOc2cccc(/C=N/n3cnnc3)c2)c1	6%	65%	1.5%	7%	-6%
OCC[C@H]1C[C@@H](O)[C@H](O)[C@]2(CCCCO2)O1	-3%	-1%	0.1%	-3%	-6%
Cc1cc(CSc2ccccc2)ccc1NC(=O)c1ccc(Br)cc1	1%	27%	0.3%	3%	-1%
O=C(COc1ccc2ccccc2c1)Nc1nc2ccccc2[nH]1	-7%	44%	0.1%	24%	-1%	VEEV TC-83 Vero 10K pilot screen=1.3
O=C(NN=C(Cc1ccccc1)Cc1ccccc1)c1ccccc1F	-5%	57%	1.7%	9%	-15%
Cc1oc(/C=N/NC(=O)CN(c2ccccc2Cl)S(C)(=O)=O)cc1Br	3%	23%	3.3%	8%	-6%
CCCOc1cccc(-c2cc(C(=O)N/N=C/c3ccccn3)c3ccccc3n2)c1	-6%	u	u	-4%	-2%
COc1ccc(-n2nc(C(=O)NCC(=O)O)c3ccccc3c2=O)cc1	-15%	-3%	i	9%	-2%
COCCNC(=O)c1ccc(CS(=O)(=O)c2cccc(C(F)(F)F)c2)o1	16%	-1%	i	-3%	3%
Cc1ccc(OCC(=O)Nc2ccc(N3CCN(C(=O)c4ccco4)CC3)cc2)cc1	8%	72%	3.4%	1%	7%
Cc1ccc(C(=O)OCC(=O)NCC(F)(F)F)cc1C	0%	70%	1.0%	-3%	-4%
COC(=O)Nc1ccc(S(=O)(=O)N2CCCCC2)cc1	0%	3%	i	6%	-6%
Cc1cc(C(=O)NNC(=O)c2c(-c3c(Cl)cccc3Cl)noc2C)no1	-10%	11%	0.9%	-13%	0%
O=C(C/C=N/OCc1ccc(Cl)cc1Cl)c1ccc(Cl)cc1	-11%	24%	i	13%	3%
c1ccc(Oc2ccc(-c3ccn[nH]3)cc2)cc1	4%	43%	2.5%	0%	6%
O=C(Nc1cccc(C(=O)Nc2cccc(Br)c2)c1)c1ccccc1	-1%	14%	11%	3%	-7%
Cc1ccc(S(=O)(=O)c2nc(N3CCOCC3)sc2Cl)cc1	-4%	4%	1.5%	4%	3%
Nc1cc2c(cc1Cl)-c1ccccc1C2	-15%	x	0.8%	x	x
Cc1nnc(NC(=O)C2CCCN2S(=O)(=O)c2ccc(Cl)cc2)s1 (stereo unspecified)	-3%	3%	0.9%	5%	11%
Cc1ccc(NC(=O)CSc2ccccc2NC(=O)c2ccccc2Cl)cc1Cl	-9%	-14%	3.1%	-2%	-10%
COC(=O)c1ccc(/C=C2\N=C(SC)SC2=O)cc1	-3%	67%	i	3%	-4%
Cc1cccc(C(=O)Nc2ccc(C(=O)N/N=C/c3ccco3)cc2)c1	8%	26%	0.3%	-8%	-2%
Cc1ccsc1-c1ccnc(-n2cccc2)n1	-7%	0%	1.5%	-5%	-14%
O=C(NNc1ccc(F)cc1F)c1c(F)cccc1Cl	-26%	50%	1.0%	u	0%
O=C(Nc1ccc(S(=O)(=O)N2CCCc3ccccc32)cc1)C1CCCO1 (stereo unspecified)	24%	0%	i	-8%	-11%
O=C1c2cccc3cccc(c23)C(=O)N1CCCSc1ncn[nH]1	8%	12%	4.8%	-10%	-7%
Cc1cc(NC(=O)CN2C(=O)NC(CCc3ccccc3)C2=O)no1 (stereo unspecified)	-10%	9%	1.5%	7%	-1%
CC(=O)Nc1ccc(NC(=O)c2cc[n+]([O-])cc2)cc1	-3%	-3%	1.1%	7%	1%
CCc1nnc(NC(=O)CSc2nc(C3CCCCC3)nc3ccccc23)s1	-9%	20%	i	-3%	-11%
COc1ccccc1CCNCc1ccc(OC)c(OCc2ccccc2)c1	4%	43%	i	4%	-4%
CCOc1cc(C(=O)OCC(=O)N(C)c2ccccc2)cc(OCC)c1OCC	3%	12%	0.9%	-6%	0%

Gathered by group: those above containing an aryl thioether with sulfur outside any ring
SMILES	H1N1 NS1A inhibition	M. tuberculosis	VEEV TC-83 Vero	H37Rv inhibition	PhoP GFP inhibition	others
C=CCn1c(SCC(=O)Nc2ccc(Cl)cn2)nnc1C1CC1	-8%	-14%	2.5%	-8%	-3%
Cc1cc(CSc2ccccc2)ccc1NC(=O)c1ccc(Br)cc1	1%	27%	0.3%	3%	-1%
Cc1ccc(NC(=O)CSc2ccccc2NC(=O)c2ccccc2Cl)cc1Cl	-9%	-14%	3.1%	-2%	-10%
O=C1c2cccc3cccc(c23)C(=O)N1CCCSc1ncn[nH]1	8%	12%	4.8%	-10%	-7%
CCc1nnc(NC(=O)CSc2nc(C3CCCCC3)nc3ccccc23)s1	-9%	20%	i	-3%	-11%

Next section:
SMILES	H1N1 NS1A inhibition	M. tuberculosis	VEEV TC-83 Vero	H37Rv inhibition	PhoP GFP inhibition	others
O=C(O)c1cc(N=Nc2c(O)[nH]c3ccc([N+](=O)[O-])cc23)ccc1Cl	-16%	8%	1.6%	-4%	-12%
COc1cc2cc(CN(CCc3cccc(C)c3)C(=S)NCCCN3CCOCC3)c(=O)[nH]c2cc1OC	-7%	55%	5.5%	24%	2%
Brc1ccc(/C=C/C=N/Nc2nc3ccccc3s2)cc1	-4%	22%	9.4%	10%	-3%
COCCn1c(-c2cccc(Br)c2)nc2c(c(=O)c3ccccc3n2C)c1=O	-1%	41%	8.4%	-1%	-7%
Cc1[nH]c2ccccc2c1C(=O)C(=O)N1CCCc2ccccc21	-6%	10%	0.2%	0%	1%
NC(=O)c1c(NC(NC(=O)c2ccco2)(C(F)(F)F)C(F)(F)F)sc2c1CCCC2	3%	7%	1.3%	-10%	2%
Cc1noc(C)c1COC(=O)c1ccccc1Sc1ccccc1C#N	2%	-7%	4.6%	-12%	5%
CC(C)CC(=O)Nc1ccc(C(=O)NN2C(=O)c3ccccc3C2=O)cc1	-4%	8%	0.1%	0%	6%
Cc1ccccc1-n1c(=O)cc(N2CCc3ccccc3C2)[nH]c1=O	7%	-7%	0.5%	-9%	1%
COc1ccc(NC(=O)NC2CC3CCCC(C2)N3Cc2ccccc2)cc1 (stereo unspecified)	6%	-4%	6.0%	0%	2%
CC(C)Cn1c(N)c(C(=O)COC(=O)c2ccccc2C(=O)c2ccccc2)c(=O)n(C)c1=O	-8%	26%	8.5%	0%	x
Cc1ccc(NC(=O)Cn2c(O)c(N=NC(=O)c3ccncc3)c3ccccc32)cc1	7%	-6%	1.0%	5%	0%
CCOC(=O)/C=C1\CN(Cc2cc(OC)c(OC)c(OC)c2)S(=O)(=O)c2ccccc21	3%	10%	6.9%	-9%	0%
O=S(=O)(Cc1ccc(Cl)cc1Cl)c1ccc(Cl)cc1	8%	x	5.6%	x	x
COc1ccc(S(=O)(=O)N2CCC(C(=O)NCc3cccnc3)CC2)cc1C	-2%	-13%	1.0%	1%	-8%
COc1ccc(C(=O)Nc2cccc(C)n2)cc1S(=O)(=O)N1CCCc2ccccc21	8%	x	4.4%	x	x
Cn1c(CO)cnc1SCc1ccc(F)cc1	5%	-19%	i	-1%	1%
O=C(Nc1cccnc1)c1ccc(Cl)c(S(=O)(=O)N2CCCC2)c1	-21%	-6%	0.3%	7%	-4%
Clc1ccccc1Cc1noc(CN2CCN(c3cnccn3)CC2)n1	5%	14%	i	-9%	8%
O=c1cc(N2CCOCC2)cnn1-c1ccccc1	1%	-24%	0.2%	14%	-7%
CC1Nc2ncnc(N3CCc4ccccc4C3)c2N(Cc2ccc(Br)cc2)C1=O (stereo unspecified)	-14%	52%	5.4%	1%	-5%
COC(=O)c1c(C)[nH]c(C(=O)OCC(=O)NC(C)(C)C)c1C	-1%	-18%	2.0%	-1%	6%
O=C(Cn1nc(-c2ccccc2F)ccc1=O)Nc1ccc(S(=O)(=O)N2CCCCCC2)cc1	0%	x	1.1%	0%	-3%
CC(C)Oc1cccc(C(=O)O)c1	-2%	1%	i	-4%	3%	VEEV TC-83 Vero 10K pilot screen=1.3
CS(=O)(=O)N1CCN(c2nc(-c3ccc(F)cc3)cs2)CC1	13%	-4%	4.6%	-3%	0%
CCN1C(=O)[C@H]2[C@@H](c3ccc(C)cc3)N3C(=O)N(c4ccc(C)cc4)C(=O)[C@@]3(Cc3ccccc3)[C@H]2C1=O	2%	23%	i	-3%	-20%
O/N=C/c1ccccc1OCc1ccc(Cl)cc1	-2%	16%	5.0%	-1%	2%
Cc1ccccc1NC(=O)c1ccc2c(c1)OCCO2	1%	13%	0.6%	-1%	-1%
Cc1nc(SCC(=O)N(CC(C)C)C2CCS(=O)(=O)C2)c(C#N)c(C)c1C (stereo unspecified)	-9%	x	9.0%	x	x
COc1cc2c(cc1NC(=O)CN(C)Cc1ccc(OC)c(OC)c1)oc1ccccc12	-3%	49%	4.1%	27%	1%
Cc1ccc(NC(=O)CSc2nnc(CCNC(=O)OC(C)(C)C)o2)c(C)c1	0%	4%	5.4%	2%	13%
O=C1CC(c2ccc(O)cc2)Oc2cc(O)cc(O)c21 (stereo unspecified)	4%	-5%	1.9%	-3%	4%
Cc1ccc(N2C(=O)C3C(C(=O)c4ccccc4)=NN(c4ccccc4)C3C2=O)cc1 (stereo unspecified)	3%	-10%	1.2%	8%	-7%
COc1ccc(NC(C)=O)cc1NC(C)c1nc2sc(C)c(C)c2c(=O)[nH]1 (stereo unspecified)	11%	31%	2.4%	24%	-4%
CCC(C(=O)N/N=C(\C)c1cccnc1)c1ccccc1 (stereo unspecified)	34%	5%	0.7%	0%	8%
Cc1nn(C)c(C(=O)NC(=S)Nc2ccc([N+](=O)[O-])cc2)c1Cl	-8%	x	3.2%	x	x

Looked up by structure from above, four records:
SMILES	H1N1 NS1A inhibition	M. tuberculosis	VEEV TC-83 Vero	H37Rv inhibition	PhoP GFP inhibition	others
CC(C)Cn1c(N)c(C(=O)COC(=O)c2ccccc2C(=O)c2ccccc2)c(=O)n(C)c1=O	-8%	26%	8.5%	0%	x
COc1ccc(NC(=O)C2(c3ccccc3)CCCC2)cc1	-11%	21%	1.7%	5%	0%
CS(=O)(=O)N1CCN(c2nc(-c3ccc(F)cc3)cs2)CC1	13%	-4%	4.6%	-3%	0%
COC(=O)c1ccc(/C=C2\N=C(SC)SC2=O)cc1	-3%	67%	i	3%	-4%
